DT40 TDP1 CPT: growth inhibition of DT40 Tdp1-/-;hTDP1 cells with camptothecin (screen for TDP1 inhibitors); chicken DT40 Tdp1-/-;hTDP1 cells + 20 nM CPT, ATP luminescence, 48 h; Potency, µM (highest dose often 46.2 µM), for inactives: at the top dose activity change, negative = growth inhibition, hits mostly inhibitors; actives 12% (n = 420,000); AID 686979; note: nearly all actives have a fitted effect of over 55% in size
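Chicken DT40 Tdp1-/- cells stably complemented with human TDP1 were seeded at 400 cells/well in medium containing 20 nM camptothecin, exposed to pin-transferred compounds, and grown at 37 °C for at least 48 hr. Viability was read as ATP luminescence.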
KAT2A inh: GCN5L2 (KAT2A) acetyltransferase inhibition; Potency, µM (highest dose often 58.9 µM), for inactives: at the highest dose activity change, negative = inhibition, actives largely listed as inhibitors; Q92830; GCN5L2 HAT assay, ThioGlo1 CoA-SH fluorescence; actives 0.21% (n = 390,000); AID 504327
Target sequence (Q92830 whole entry, looked up): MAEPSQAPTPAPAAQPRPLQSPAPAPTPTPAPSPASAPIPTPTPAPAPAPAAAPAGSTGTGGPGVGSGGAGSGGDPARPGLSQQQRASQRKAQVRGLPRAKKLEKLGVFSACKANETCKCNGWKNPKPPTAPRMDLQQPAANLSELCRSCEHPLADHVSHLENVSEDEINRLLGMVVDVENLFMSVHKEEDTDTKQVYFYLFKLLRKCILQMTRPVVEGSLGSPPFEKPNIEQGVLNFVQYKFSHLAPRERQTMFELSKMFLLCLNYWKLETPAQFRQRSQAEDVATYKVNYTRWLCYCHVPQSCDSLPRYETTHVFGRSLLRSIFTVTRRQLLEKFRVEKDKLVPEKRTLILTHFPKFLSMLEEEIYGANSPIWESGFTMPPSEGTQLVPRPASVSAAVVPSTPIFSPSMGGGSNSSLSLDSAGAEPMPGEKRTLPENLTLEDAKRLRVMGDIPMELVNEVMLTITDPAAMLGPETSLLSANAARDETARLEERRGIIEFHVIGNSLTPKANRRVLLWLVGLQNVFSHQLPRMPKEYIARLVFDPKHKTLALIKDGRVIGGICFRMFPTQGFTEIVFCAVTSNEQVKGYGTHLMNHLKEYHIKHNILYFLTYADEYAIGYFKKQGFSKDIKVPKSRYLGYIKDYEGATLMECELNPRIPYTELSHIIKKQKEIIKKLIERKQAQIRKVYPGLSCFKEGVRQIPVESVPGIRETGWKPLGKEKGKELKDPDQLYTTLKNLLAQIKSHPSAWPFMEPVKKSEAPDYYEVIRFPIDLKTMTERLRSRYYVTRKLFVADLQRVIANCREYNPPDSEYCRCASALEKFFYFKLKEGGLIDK
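ThioGlo1-coupled HAT assay: 20nM GCN5L2, 70uM acetyl-CoA, 75uM H3(1-25) peptide, pH 7.5. Fluorescence read at 340/540nm at start and after 20 min at room temperature.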
DT40 TDP1 no CPT: qHTS for Inhibitors of human tyrosyl-DNA phosphodiesterase 1 (TDP1): qHTS in cells in absence of CPT | DT40 Tdp1-/- hTDP1 cells, no CPT, ATP luminescence, 48 h | Potency, µM (highest dose often 46.2 µM), for the others: top-dose activity change, negative = growth inhibition, hits mostly inhibitors | actives 15% (n = 420,000) | AID 686978, 2013; note: nearly all actives have a fitted effect of over 55% in size
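A cellular qHTS used chicken DT40 cells lacking endogenous Tdp1 but carrying stably transfected human TDP1. Compounds were applied without camptothecin, and cell growth kinetics were judged by ATP-dependent luminescence after ≥48 hr.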
Starred values were filed as active, the others as inactive; ? = inconclusive; / = no result given; & = joins results of further samples; ! = repeats disagree. Calls come from the whole dose curve; as a rule, active = well fitted curve in the direction sought with a large enough effect; inconclusive = small, poorly fitted or top-dose-only effect, or another doubt; inactive = no such curve, though single readings can be large; an effect the other way counts as inactive or inconclusive. % is set by controls: 0 for no effect and ±100 for the full control effect; potency is the fitted concentration of half-maximal effect.

SMILES	DT40 TDP1 CPT	KAT2A inh	DT40 TDP1 no CPT
Cc1ccc(C2CC(C(F)F)n3ncc(C(=O)Nc4c(C)nn(Cc5c(F)cccc5Cl)c4C)c3N2)cc1 (stereo not given)	?	-4.3%	18.4µM*
Cc1ccc(NC(=O)COc2ccc(/C=N/NC(=O)CSCc3ccccc3)cc2)cc1	?	-4.9%	?
CC(OC(=O)c1cccs1)C(=O)NCc1ccccc1 (stereo not given)	-0.7%	1.0%	-6.4%
Cc1ccc2[nH]c(=O)c3cc(C(=O)N(C)Cc4ccco4)sc3c2c1	?	-6.5%	?
CSc1ccccc1NC(=O)C1CC(c2ccccc2Cl)=NO1 (stereo not given)	?	-17.4%	?
COc1ccc(NC(=O)c2ccccc2Cl)c(NC(=O)c2ccco2)c1	-17.4%	-5.9%	?
C=C1CCC[C@]2(C)C[C@H]3OC(=O)C(CNC(CC)CO)[C@H]3CC12 (stereo not given in full)	?	-9.5%	18.4µM*
Cc1ccc2c(c1)N(CC(=O)N1CCCCC1)C(=O)C(C)O2 (stereo not given)	-5.1%	-1.7%	-5.2%
COc1ccc(S(=O)(=O)N(C)C)cc1NC(=O)COC(=O)CC1CCCC1	-9.7%	-5.1%	14.0%
Cc1ccc(-c2nc3cc(C)c(Br)c(C)n3c2Cc2ccsc2)cc1	5.17µM*	/	7.31µM*
O=C(NC1CC1)C1CCN(C2CCN(C(=O)Cc3ccc4c(c3)OCO4)CC2)CC1	-19.1%	-1.4%	-8.4%
CC1=NN(c2ccccc2)C(=O)/C1=C\N(O)c1ccccc1	-24.4%	-11.9%	-56.8%
Cn1c(=O)c2cc(NC(=O)OCCF)ccc2n1Cc1cccc(C(F)(F)F)c1	23.1µM*	/	23.1µM*
O=C1c2ccccc2S(=O)(=O)c2cc(-c3nn[nH]n3)ccc21	2.4%	/	4.8%
CCC(C)(C)NC(=O)CN(Cc1ccccc1Cl)C(=O)CCC(=O)Nc1cc(C)ccn1	-2.2%	3.5%	-14.1%
Cc1cc(NC(=O)c2noc3c2CCc2ccccc2-3)n(-c2ccccc2)n1	?	-5.2%	?
Cc1ccccc1CSCc1ccc(C(=O)NCCCN2CCOCC2)o1	-1.8%	-8.6%	2.3%
CN(C(=O)Cn1nnc(-c2cccnc2)n1)C1CCCCC1	-0.5%	23.0%	6.0%
CSc1nnc(CCNC(=O)OC(C)(C)C)o1	-1.7%	-5.8%	1.3%
COc1cccc(-n2nc(C(C)=O)c(=O)[nH]c2=O)c1	1.1%	-20.2%	-5.4%
CC(C)c1ccc(NC(=O)CN2C(=O)NC(C)(C3CC3)C2=O)cc1 (stereo not given)	-19.9%	2.1%	?
CC(=O)c1ccc(NC(=O)COc2ccccc2-c2nc(C)no2)cc1	-24.8%	-13.9%	3.9%
Cc1ccc(C)c(NS(=O)(=O)c2ccc3c(c2)NC(=O)CO3)c1	?	?	10.4%
Cc1c(C(=O)N2CCN(Cc3ccc4c(c3)OCO4)CC2)sc2ncnc(N3CCN(c4ccccc4)CC3)c12	?	-11.2%	4.61µM*
CCOc1ccc2nc(SCC(=O)NCc3ccc(OC)c(OC)c3)[nH]c2c1	14.6µM*	-3.1%	?
CC1=NOC(=O)/C1=C/c1ccc(O)c(Cl)c1	?	-9.2%	9.2µM*
O=C1/C(=C\c2ccc(Br)o2)Cc2ccccc21	3.0%	-7.1%	-13.8%
COc1ccc(CCNC(=O)C2CCCN(S(=O)(=O)N3CCCCCC3)C2)cc1OC (stereo not given)	-3.6%	-3.4%	11.0%
Cc1nnc2sc(-c3cccc(NC(=O)c4cccnc4)c3)nn12	-21.3%	0.6%	-22.8%
CCOCc1cc(CN2CCN(c3cccc(Cl)c3)CC2)c(O)c2ncccc12	8.2µM*	-2.7%	7.31µM*
Nc1nnc(SCC(=O)Nc2nccs2)s1	13.5%	-1.1%	-2.0%
COc1cccc(CN2CCN(C(=O)c3ccco3)CC2)c1	-12.0%	1.0%	-5.6%
COc1cc(C(=O)Nc2cccc(-c3nncn3C)c2)cc(OC)c1OC	2.5%	-2.3%	3.8%
Cc1cccc2cc(CN(CCCO)C(=O)Nc3ccc(Cl)cc3)c(=O)[nH]c12	?	-1.0%	20.6µM*
Cc1cc(NS(=O)(=O)c2ccc(NC(=O)COc3ccccc3C(C)(C)C)cc2)no1	-23.1%	-25.8%	-19.8%
C=CCN(C(=O)Nc1ccc(Cl)cc1)C1CC(=O)N(c2ccc(OC)cc2)C1=O (stereo not given)	23.1µM*	-2.3%	-13.8%
O=C(c1ccccc1)N(CCCl)C(=O)N(CCCl)C(=O)c1ccccc1	?	/	?
CSC1=C(C#N)C(C)C2=C(CC(C)(C)CC2=O)N1 (stereo not given)	-9.0%	-6.5%	?
Cc1ccccc1CC(=O)OCC(=O)Nc1ccc(C)c(S(=O)(=O)N2CCCCC2)c1	-20.9%	-16.3%	-16.4%
Cc1nnc(N2CCC(C(=O)NC3CCC(C)CC3)CC2)c2nn(-c3ccc(Cl)cc3)c(C)c12 (stereo not given)	-19.1%&-2.5%	-3.8%&-4.4%	-9.4%&2.7%
COc1ccc(-c2cc(NC(C)=O)c3ncc(-c4cccc(C(C)=O)c4)n3c2)cc1OC	20.6µM*	/	20.6µM*
CCC(C)C(NC(N)=O)C(=O)Nc1ccc(OCc2ccccc2)cc1 (stereo not given)	-17.5%	-1.4%	3.5%
CCOc1ccccc1NC(=O)NC1(C(=O)NCC2CCCO2)CCCCC1 (stereo not given)	2.3%	-4.0%	3.8%
COc1ccc(Cl)cc1NC(=O)c1sc2nc(-c3ccc(OC)c(OC)c3)ccc2c1N	?	-1.1%	?
Cc1n[nH]c(=O)nc1NCCc1ccccc1	-3.5%	-12.8%	10.7%
COc1cc(NS(=O)(=O)c2ccc(NC(=O)c3ccc(C)o3)cc2)nc(OC)n1	5.7%	?	1.4%
CCCCC(=O)Nc1ccc(C(=O)N2CCCC(C(=O)OCC)C2)cc1 (stereo not given)	-2.5%	-0.6%	-15.7%
CCn1c(=O)c(=O)n(CC)c2cc(N3CCCCC3)c(NC(=O)c3cccc(OC)c3)cc21	-0.8%	-5.1%	-23.7%
CCN1Cc2cccc(C(=O)Nc3ccc(F)cc3)c2C1=O	-8.7%	1.6%	-18.9%
COc1ccc(CC(=O)N/N=C(\C)CC(=O)Nc2ccc(N(C)C)cc2)cc1OC	-28.3%	-0.8%	?
COc1ccc(-c2nc3cc(NC(=O)c4cc5ccccc5o4)ccc3o2)cc1	?	-20.1%	16.4µM*
CCc1ccccc1NC(=O)CN(C)S(=O)(=O)c1cccc2nsnc12	?	-7.0%	1.2%
O=S(=O)(NCCc1csc2nc(-c3ccccc3)nn12)c1cccs1	?	-1.2%	16.4µM*
COc1cc(NC(=O)C2C3C=CC(C3)C2C(=O)O)c(OC)cc1Cl (stereo not given)	?	-10.6%	-26.3%
O=C(COC(=O)c1ccc(S(=O)(=O)N2CCOCC2)cc1)NC1CCCC1	1.7%	2.0%	-0.3%
Cc1ccc(S(=O)(=O)N2CC=C(C(=O)NC3CCCC3)CC2)cc1	-23.6%	-0.6%	7.0%
Cc1ccc2nc(N(CCN(C)C)C(=O)c3ccc4c(c3)OCCO4)sc2c1	-28.7%	-17.6%	-1.6%
Cc1oc(-c2ccc3c(c2)OCCO3)cc1C(=O)NC(CCC(=O)O)C(=O)O (stereo not given)	1.5%	-3.2%	-1.2%
COc1ccc(OC)c(NCCN2C(=O)c3ccccc3C2=O)c1	6.2%	/	-29.4%
CCCc1ccc(Oc2cn[nH]c2-c2ccc(O)c(C)c2O)cc1	18.4µM*	-13.3%	?

Other results follow:
SMILES	DT40 TDP1 CPT	KAT2A inh	DT40 TDP1 no CPT
COc1cccc(C(=O)Nc2cccc(C(=O)NC3=NN(c4c(Cl)cc(Cl)cc4Cl)C(=O)C3)c2)c1	-6.6%	?	-10.9%
CC(C)(C)c1ccc(C(=O)NCC(=O)OCc2cc(=O)n3nc(C4CC4)sc3n2)cc1	-4.2%	4.2%	-21.2%
CCN(CC)C(=O)c1ccc2nc([C@@H]3O[C@H](CO)[C@H](O)[C@H](O)[C@H]3O)[nH]c2c1	-1.4%	/	-10.3%
Cc1cccc(C)c1N1CCN(c2n[nH]c(N)n2)CC1	7.0%	-5.1%	?
CCn1cc(C(=O)NCC2CCCO2)c(=O)c2cc(S(=O)(=O)N3CCCCCC3)ccc21 (stereo not given)	?	-2.1%	-14.7%
O=C(Cn1ccc(NC(=O)OCc2ccccc2)nc1=O)NCC1CCCO1 (stereo not given)	-15.2%	-4.0%	-5.7%
Cc1cccc(C(=O)N2CCc3cc(CNC(=O)CSc4ccccc4)ccc32)c1	1.0%	-9.3%	-15.0%
COC(=O)CN(C#N)c1nc(NC(C)C)nc(NC(C)C)n1	-12.6%	10.7%	-7.7%
O=S(=O)(Nc1ccccn1)c1ccc(Cl)cc1	-23.0%	-11.3%	-7.0%
Nc1c2c(nn1-c1ccc(F)cc1)CSC2	20.4%	-1.2%	-17.0%
O=C(Nc1ccccc1)c1cc(C2CCCCN2S(=O)(=O)c2cccs2)on1 (stereo not given)	-27.1%	/	?
Cn1c2ccccc2n2c(=O)c(Cl)c(-c3ccccc3)c(C#N)c12	?	-3.4%	?
COCC1=C(C(=O)OC(C)OC(=O)OC(C)C)N2C(=O)[C@@H](NC(=O)/C(=N\OC)c3csc(N)n3)[C@H]2SC1 (stereo not given in full)	3.35µM*!	/	1.33µM*!
O=C(O)C1CCCN(S(=O)(=O)c2ccccc2[N+](=O)[O-])C1 (stereo not given)	-19.7%	-6.1%	11.0%
CCCN1CCN(C(=O)c2oc3ccccc3c2NC(=O)COc2ccc(OC)cc2)CC1	?	-15.6%	?
O=C(CN1CCN(Cc2ccccc2)CC1)NCC1COc2ccccc2O1 (stereo not given)	-0.1%	0.4%	-10.7%
Clc1ccccc1C1=CC(c2ccco2)n2nnnc2N1 (stereo not given)	9.0%	-9.2%	-21.8%
CC1Sc2ccc(S(=O)(=O)CCC(=O)N3CCc4ccccc43)cc2NC1=O (stereo not given)	-13.9%	-4.1%	-3.8%
COc1cccc(NC(=O)NC2(C(F)(F)F)Oc3ccccc3O2)c1	?	-8.1%	?
Cc1ccc(N2CC(NC(=O)c3ccc(Br)o3)CC2=O)cc1C (stereo not given)	-24.2%	-1.9%	?
CCOC(=O)c1cnc2c(Cl)cc(Cl)cc2c1NCCCN1CCOCC1	-28.3%	?	?
Cn1c(=O)[nH]c(=O)c2c1nc(OC(=O)c1ccccc1)n2CC(O)COc1ccccc1 (stereo not given)	-16.9%	-0.5%	0.0%
CCOC(=O)c1cccc(NC(=O)CCn2c(=O)oc3ccccc32)c1	9.4%&-6.2%	1.7%&-0.3%	-20.0%&-29.3%
CCOC(=O)c1cc(-c2ccccc2)n(CCC(=O)N2CCN(c3ccc(OC)cc3)CC2)c1C	14.6µM*	-3.9%	23.1µM*
CCCCN(C)C(=O)C1CCN(Cc2ccccn2)CC1	-18.2%	-0.3%	-10.8%
Cc1ccccc1Nc1nc(N)nc(COC(=O)CCS(=O)(=O)c2ccc(Cl)cc2)n1	-24.6%	-1.7%	?
COc1ccc(-c2cn3c(n2)sc2cc(C(=O)Nc4cccc(OC)c4)ccc23)cc1	?	-12.3%	?
O=C(COc1ccccc1-c1nc(-c2ccccc2)no1)Nc1cccc([N+](=O)[O-])c1	2.59µM*	0.7%	?
Cc1nc2ccc(S(=O)(=O)N(C)CC(=O)NCc3ccc(N(C)C)cc3)cc2s1	-27.6%	-7.1%	1.9%
CCc1nc2c(OCc3ccc(C(F)(F)F)cc3)cccn2c1N(C)C(=O)c1ccc(C)cc1	23.1µM*	/	23.1µM*
CC(c1n[nH]c(=S)n1-c1ccccc1)N1CCCCC1 (stereo not given)	0.0%	4.1%	3.2%
COc1ccc(/C=C/C(=O)c2ccc(OC)cc2OC)cc1	?	-17.5%&-1.0%	?

Complete entries, quoted from the list. Values in the order: DT40 TDP1 CPT | KAT2A inh | DT40 TDP1 no CPT
`COc1ccc(CC(=O)N/N=C(\C)CC(=O)Nc2ccc(N(C)C)cc2)cc1OC` as listed: -28.3% | -0.8% | ?
`Cc1oc(-c2ccc3c(c2)OCCO3)cc1C(=O)NC(CCC(=O)O)C(=O)O` (stereo not given) as listed: 1.5% | -3.2% | -1.2%
`CC1=NN(c2ccccc2)C(=O)/C1=C\N(O)c1ccccc1` as listed: -24.4% | -11.9% | -56.8%
`CCOC(=O)c1cnc2c(Cl)cc(Cl)cc2c1NCCCN1CCOCC1` as listed: -28.3% | ? | ?
`Cn1c(=O)c2cc(NC(=O)OCCF)ccc2n1Cc1cccc(C(F)(F)F)c1` as listed: 23.1µM* | / | 23.1µM*

Screening results (PubChem BioAssay)
